# N370S GC mod – inhibits or activates N370S mutant glucocerebrosidase. N370S GC spleen homogenate, 4MU-glucoside fluorescence. actives 0.092% (n = 330,000). Potency, µM (doses to about 59.4 µM), inactives show at the highest dose activity change, negative = inhibition, usual class: inhibitors. P04062. AID 2101;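 further: 0% = full enzyme activity and -100% = no enzyme basal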
# FEN1 inh – blocks human flap endonuclease 1; Recombinant FEN1 flap cleavage, fluorescence, 15 min; Potency, µM (highest dose often 114 µM), for the others: top-dose activity change, negative = inhibition, most hits filed as inhibitors; actives 0.35% (n = 390,000); AID 588795; further: nearly all actives have a fitted effect of over 65% in size
# Target sequence (P39748 whole entry, looked up): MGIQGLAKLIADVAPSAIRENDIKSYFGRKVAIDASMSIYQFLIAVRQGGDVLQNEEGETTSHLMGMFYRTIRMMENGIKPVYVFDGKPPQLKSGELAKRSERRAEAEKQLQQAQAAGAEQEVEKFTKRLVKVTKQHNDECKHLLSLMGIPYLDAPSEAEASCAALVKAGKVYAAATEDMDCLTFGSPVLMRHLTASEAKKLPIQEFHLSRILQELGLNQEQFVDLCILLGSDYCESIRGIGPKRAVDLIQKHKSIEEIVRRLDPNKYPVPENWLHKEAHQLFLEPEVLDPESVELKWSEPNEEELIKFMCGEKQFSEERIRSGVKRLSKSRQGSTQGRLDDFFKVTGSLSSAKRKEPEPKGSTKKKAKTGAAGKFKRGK
#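 Quantitative HTS format: each compound was titrated, incubated with 10 nM nuclease for 15 min at room temperature, then challenged with flap substrate at 50 nM final. Signal change over 15 min gave concentration–effect curves.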
# TDP1 cell CPT – DT40-hTDP1 cell growth loss with CPT. actives 12% (n = 420,000). AID 686979. Potency, µM (highest dose often 46.2 µM), inactives show at the highest dose activity change, negative = growth inhibition, most hits filed as inhibitors. chicken DT40 Tdp1-/-;hTDP1 cells + 20 nM CPT, ATP luminescence, 48 h; further: nearly all actives have a fitted effect of over 55% in size
#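 Chicken DT40 Tdp1-/- cells complemented with human TDP1, 400 cells/well, exposed to compounds plus 20 nM camptothecin for at least 48 h at 37 C; viability read as ATP content by CellTiter-Glo luminescence.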
# Numbers without * were called inactive; ? = inconclusive; . = no result given; & = joins results of further samples; [ ] = another dose, or the depositor's remark. The call rests on the fitted dose curve; in most records, active means well fitted curve in the direction sought with a large enough effect; inconclusive means small, poorly fitted or top-dose-only effect, or another doubt; inactive means no such curve, though single readings can be large; an effect the other way counts as inactive or inconclusive. Unless noted, on the % scale 0 is the no-effect control and ±100 the full control effect; potency means the concentration at half of the fitted maximal effect.
# Each structure is followed by: FEN1 inh	TDP1 cell CPT	N370S GC mod
O=C(CCCn1c(SCc2cc(=O)n3cc(Cl)ccc3n2)nc2ccccc2c1=O)NCC1CCCO1 (stereo not drawn)
  -9%	?	17%
O=C(O)c1cccc2c1Oc1ccccc1S2(=O)=O
  -2%	-2%	.
N#C/C(=C/Nc1ccccc1C(=O)O)C(N)=O
  1%	2%	-15%
O=c1c2cc3c(nc2ncn1Cc1ccc(Cl)cc1)CCCC3
  16%	?	.
COC(CNC(=O)c1ccc2c(c1)nc(C)n2-c1ccc(F)c(F)c1)OC
  -1%	6%	8%
Cc1ccn2c(=O)c(C(=O)NCCc3ccccc3)c(O)nc2c1
  12%	?	.
COCC1CCN(C(=O)C2CCC(=O)N(CC3CCCCC3)C2)CC1 (stereo not drawn)
  -4%	5%	-1%
N#Cc1nc(COc2ccc(Cl)cc2Cl)oc1N1CCN(c2ccccc2)CC1
  8%	?	23%
CCC1CN(C(=O)N2CCC(C(=O)Nc3ccccc3F)CC2)c2ccccc2O1 (stereo not drawn)
  13%&4%	?	-2%
CCOC(=O)N1CCc2c(sc3c2c(=O)n(CCc2ccccc2)c(=O)n3CC(=O)Nc2cccc(C)c2)C1
  -11%	?	.
CCOC(=O)c1cc2c3ccccc3n(CC)c2nc1N
  0%	-8%	?
O=C(C[C@@H]1C/C=C\C[C@H](NC(=O)OCC2c3ccccc3-c3ccccc32)C(=O)OC[C@@H]2CCCN2C1=O)NCCO
  4%	4.6µM*	.
COc1ccc(N=Nc2cnc(C)nc2-c2ccccc2)cc1
  -16%	?	-29%
CCc1cccc(NC(=O)CCCN2C(=O)C(c3ccccc3)Oc3cccnc32)c1 (stereo not drawn)
  -20%	?	?
CCCCCNC(=O)N[C@H](C(=O)O)C(C)C
  4%	3%	10%
O=C(NC1CCCC1)C(c1ccco1)N(C(=O)c1ccco1)c1ccccc1 (stereo not drawn)
  -1%	2%	4%
Cc1nn(Cc2c(Cl)cccc2Cl)c(Cl)c1/C=C/C(=O)OCC(=O)NCC(F)(F)F
  -5%	?	-12%
C=CCN1C(=S)N[C@@H]2CS(=O)(=O)C[C@@H]21
  7%	3%	5%
Cc1nc2cc3nc(C)sc3cc2s1
  -1%	-16%	-4%
CCOc1ccc2nc(NS(=O)(=O)c3ccc4c(c3)n(C)c(=O)n4C)sc2c1
  -5%	-1%	3%
C[C@@H]1CN([C@@H](C)CO)C(=O)c2cc(NC(=O)C3CC3)ccc2O[C@H]1CN(C)C
  -4%	-18%	.
Cc1ccc(NC(=O)Cn2cnc(C(=O)Nc3ccc(C)c(C)c3)n2)cc1C
  -7%	13%	.
COc1ccc(CNC(=O)[C@]2(C)CCC[C@@]3(C)C4CC[C@@]5(C)C[C@]4(CCC32)CC5=O)cc1 (stereo partly drawn)
  -27%	?	.
COc1ccc(NC(=S)Nc2cccc(C)n2)cc1
  15%	?	12%
Cc1ccc(C)c2[nH]c(=O)c(CCNC(=O)C(C)(C)C)cc12
  0%	0%	15%
COc1ccc2[nH]c(=O)c(CN(Cc3cccs3)S(=O)(=O)c3cccc4nsnc34)cc2c1
  -19%	-112%	7%
CCN1CCN(C(=O)c2cc3ccc(OC)cc3[nH]2)CC1
  6%	2%	-5%
Cc1ccc2c(c1)cc1c(=O)n(CC(=O)NCc3ccccn3)nc(C)n12
  -8%	-2%	-13%
O=C(COc1ccccc1)NC1C(=O)N2C(C(=O)O)=C(Cl)CSC12 (stereo not drawn)
  -15%	-20%	-2%
CC(C)(C)NC(=O)C(=O)N/N=C/c1cccs1
  -6%	-2%	-2%
Cc1ccc(NC(=O)CSc2nnc(Cn3cnc4ccccc43)o2)cc1
  3%	3%	-9%
CN(C)CCNC(=O)C(=O)Nc1cc2c3c(c1)CCN3C(=O)CC2
  -17%	22%	-7%
O=C(COC(=O)c1ccc(Br)c(S(=O)(=O)N2CCOCC2)c1)NC1CC1
  -3%	3%	.
Cc1cc(NC(=O)c2cc(-c3ccc(Cl)c(Cl)c3)on2)n(-c2ccccc2)n1
  17%	-21%	.
CNC1C(O)[C@@H]2OC(O[C@@H]3C(O)C(O)C(N)C[C@H]3N)C(N)C[C@H]2O[C@H]1O[C@@H]1OC(CO)C(N)C(O)C1O (stereo partly drawn)
  .	1%	-9%
CC(C)(C)NC(=O)/C(=C\c1cccnc1)NC(=O)c1ccco1
  1%	3%	5%
COc1ccc([C@H]2Cc3cccc(O)c3C(=O)O2)cc1O
  4%	?	.
CS(=O)(=O)N1CCN(C(=O)CSc2ccccc2)CC1
  19%	24%	0%
Cc1cc(=O)nc2c3ccccc3n(CC(=O)Nc3ccccc3Br)n12
  -14%	?	-10%
CCCCn1c(N)c(N(Cc2ccccc2OC)C(=O)C(C)Oc2ccc(Cl)cc2)c(=O)[nH]c1=O (stereo not drawn)
  0%	-15%	3%
COc1ccc(Cl)cc1NC(=O)c1ccoc1C
  -8%	-15%	21%
CCCSc1ccc(C(=O)Nc2ccc(F)cc2F)cn1
  -10%	6%	5%
Nn1cnnc1N/N=C/c1ccc(Cl)c([N+](=O)[O-])c1
  ?	-30%	6%
CCOCCn1ccc2c(OCC(=O)Nc3cccc(F)c3)cccc2c1=O
  1%	-29%	.
O=C(/C=C/c1ccc(Cl)cc1Cl)OCC(=O)N1CCCC1
  -1%	-19%	.
COc1cc(/C=N/Nc2nc(=O)[nH]nc2C)ccc1O
  8%	-8%	-12%
Cc1ccsc1CN(C(=O)c1oc2ccc(F)cc2c1C)C1CCS(=O)(=O)C1 (stereo not drawn)
  9%	12µM*	.
Cc1cc(Cl)ccc1NC(=S)NCCCN1CCCC1=O
  5%	23%	2%
COC(=O)Cn1cccc1C(=O)c1ccccc1
  3%	-13%	9%
CCOC(=O)c1cccc(NC(=O)c2cc3ccccc3o2)c1
  ?	8.2µM*	1%

# (list continues)
# Each structure is followed by: FEN1 inh	TDP1 cell CPT	N370S GC mod
Cc1ccc(S(=O)(=O)N2CCN(S(=O)(=O)c3ccccc3)C2c2ccc(N(C)C)cc2)cc1 (stereo not drawn)
  -17%	16µM*	5%
O=C(NCc1ccc(N2CCCC2=O)cc1)Nc1cccc2ccccc12
  -1%	7%	6%
CN(C(=O)CSc1nnc(-c2ccccc2)n1C)C1CCS(=O)(=O)C1 (stereo not drawn)
  8%	-10%	10%
COc1ccc2c(-c3ccccc3)cc(SCC(N)=O)nc2c1
  -6%	-27%	-7%
CCCCS(=N)(=O)CCC(N)C(=O)O (stereo not drawn)
  .	6%	-3%&4%
Cc1cccc(C)c1-n1c(=O)n(Cc2ccccc2)c(=O)c2[nH]cnc21
  5%	-7%	-3%
NC(=O)C(NC(=O)OCc1ccccc1)c1ccccc1 (stereo not drawn)
  12%	-8%	-1%
Cc1ccc(S(=O)(=O)N2[C@@H](c3ccc(F)cc3)C(C(=O)O)=CC[C@H]2c2cccc(Cl)c2)cc1
  -9%	4%	3%
CS(=O)(=O)c1ncc(Cl)c(C(=O)N(Cc2ccc(Cl)cc2)Cc2ccco2)n1
  -10%	0.65µM*	.
COCCn1ccc2c(OCC(=O)NCCc3ccc(OC)c(OC)c3)cccc2c1=O
  -1%	6%	2%
O=C(NCCOc1ccccc1)C1Nc2ccc(OC(F)(F)F)cc2C2C=CCC12 (stereo not drawn)
  22%	?	.
Cc1ccc(-c2nnn(CC(=O)N(CC3CCCO3)C(C(=O)NC(C)(C)C)c3ccc(F)cc3)n2)o1 (stereo not drawn)
  -3%	-1%	10%
Cn1nccc1NC(=O)Nc1ccc(OC(F)(F)F)cc1
  -10%	-27%	8%
c1ccc(-c2nc(-c3ccncc3)no2)cc1
  -6%	-20%	4%
Cc1cc(C(=O)N/N=C/c2ccccc2)c(C)o1
  7%	-2%	4%
CS(=O)(=O)Nc1ccc([N+](=O)[O-])cc1OC1CCCCC1
  .	-1%[92.5 µM]	-17%&-11%
CCN1C=CC(=C2C(=O)c3ccccc3C2=O)C=C1
  -1%	16µM*	-6%
O=C(O)CCC(=O)CCC(=O)c1ccccc1
  -6%	-4%	0%
CCOc1ccccc1NC(=O)c1c(NC(=O)c2cccc(C)c2)sc2c1CCCC2
  15%	?	.
C=CCn1c(CCNC(=O)c2cccs2)nnc1SCC(=O)c1ccc(Br)cc1
  3%	?	3%

# 13 compounds from above, sorted by count of non-hydrogen atoms, ascending.
# Each structure is followed by: FEN1 inh	TDP1 cell CPT	N370S GC mod
C=CCN1C(=S)N[C@@H]2CS(=O)(=O)C[C@@H]21
  7%	3%	5%
CCCCCNC(=O)N[C@H](C(=O)O)C(C)C
  4%	3%	10%
COC(=O)Cn1cccc1C(=O)c1ccccc1
  3%	-13%	9%
COc1cc(/C=N/Nc2nc(=O)[nH]nc2C)ccc1O
  8%	-8%	-12%
NC(=O)C(NC(=O)OCc1ccccc1)c1ccccc1 (stereo not drawn)
  12%	-8%	-1%
O=C(COc1ccccc1)NC1C(=O)N2C(C(=O)O)=C(Cl)CSC12 (stereo not drawn)
  -15%	-20%	-2%
Cc1ccc2c(c1)cc1c(=O)n(CC(=O)NCc3ccccn3)nc(C)n12
  -8%	-2%	-13%
C[C@@H]1CN([C@@H](C)CO)C(=O)c2cc(NC(=O)C3CC3)ccc2O[C@H]1CN(C)C
  -4%	-18%	.
N#Cc1nc(COc2ccc(Cl)cc2Cl)oc1N1CCN(c2ccccc2)CC1
  8%	?	23%
O=C(NCCOc1ccccc1)C1Nc2ccc(OC(F)(F)F)cc2C2C=CCC12 (stereo not drawn)
  22%	?	.
COc1ccc(CNC(=O)[C@]2(C)CCC[C@@]3(C)C4CC[C@@]5(C)C[C@]4(CCC32)CC5=O)cc1 (stereo partly drawn)
  -27%	?	.
COc1ccc2[nH]c(=O)c(CN(Cc3cccs3)S(=O)(=O)c3cccc4nsnc34)cc2c1
  -19%	-112%	7%
CCOC(=O)N1CCc2c(sc3c2c(=O)n(CCc2ccccc2)c(=O)n3CC(=O)Nc2cccc(C)c2)C1
  -11%	?	.

# (list continues)
# Each structure is followed by: FEN1 inh	TDP1 cell CPT	N370S GC mod
COc1ccc(C)cc1S(=O)(=O)NCC(c1ccc2c(c1)OCO2)N1CCN(C)CC1 (stereo not drawn)
  10%	-19%	-2%
O=C(COc1cccc([N+](=O)[O-])c1)NN1C(=O)c2ccccc2C1=O
  0%	7%	-2%
COc1ccc(Nc2ccc(Nc3ccc(OC)cc3)nn2)cc1
  -11%	-22%	0%
CCOC(=O)c1oc2nc(CC(C)C)c3c(c2c1N)CCC3
  0%	?	?
CCOc1ccccc1C(=O)Nc1nnc(CC)s1
  1%	16µM*	0%
O=C(O)COc1ccccc1/C=N/NC(=O)/C(=C\c1ccc2c(c1)OCO2)NC(=O)c1ccccc1
  -14%	-10%	-11%
COc1cc(NC(=S)Nc2cccnc2)cc(OC)c1
  -14%	-15%	2%
Cc1ccccc1CN1CCC(n2nccc2NC(=O)CCOc2ccccc2)CC1
  13%	?	-6%
CCOc1cc(Br)c(C(C)NC(=O)c2cccnc2)cc1OCC (stereo not drawn)
  -14%	18µM*	.
Cc1ccc(N2CCN(C(=O)c3ccccc3Br)CC2)c(C)c1
  -20%	?	-2%
CCCCNC(=O)C1CCC(CNS(=O)(=O)c2cccc3nsnc23)CC1 (stereo not drawn)
  1%	-5%	-10%
Cn1c(=O)c2c(nc(NCc3ccco3)n2Cc2ccc(Cl)cc2Cl)n(C)c1=O
  -18%	12µM*	4%
COc1ccc(C2C(O)C(c3c[nH]c4ccccc34)=NN2C(=O)CCl)cc1 (stereo not drawn)
  -20%	0.33µM*	18%
C[C@@H](NC(=O)c1nc[nH]c1C(=O)N1CCN(c2ccccc2)CC1)c1ccccc1
  -8%	-5%	.
Cn1c(=O)[nH]c(=O)c2c1nc(N1CCOCC1)n2CCSc1nc2ccccc2[nH]1
  -8%	-10%	-2%
O=C1/C(=C\c2cccs2)SC(=S)N1C1CCS(=O)(=O)C1 (stereo not drawn)
  -4%	?	-11%
CCOC(=O)c1cn2nc(Oc3cccc(F)c3)ccc2n1
  -8%	-8%	-3%
C/C(=N\N)c1c(-c2ccccc2)c2cc(Br)ccc2[nH]c1=O
  -4%	-3%	-13%
CS(=O)(=O)Nc1cccc(C(=O)CC2(O)C(=O)Nc3ccc(Br)cc32)c1 (stereo not drawn)
  -5%	?	-3%&-5%
Cc1ccc(S(=O)(=O)CCC(=O)OCC(=O)c2c(C)[nH]c3ccccc23)cc1
  0%	-25%	-3%
O=c1[nH]cnc2c1C(c1ccc(Cl)cc1)c1c(nc[nH]c1=O)O2
  1%	22%	0%
Cc1ccc(/C=C2/SC(=Nc3ccc(F)cc3)NC2=O)s1
  -8%	37%[activator]	-11%
CCOC(=O)CSc1nnc2c3ccccc3n(C)c2n1
  4%	?	-1%
CCOc1ccccc1CNCCNCC(C)O (stereo not drawn)
  -5%	-21%	-13%
O=C(CN1C(=O)c2ccccc2C1=O)Nc1cc([N+](=O)[O-])ccc1O
  19%	-5%	-16%

# An excerpt; count on the stated rates, not on these rows.
